# Screening data from PubChem BioAssay.
# GSH bead fluor: compound fluoresces at 488/530 nm on GSH beads; GSH beads flow cytometry, compound fluorescence 488/530 nm; hits give high values; fluorescence (KMESF) at 10 µM; actives 0.25% (n = 190,000); in the data active = fluorescence above about 89;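 note: glutathione beads carrying GST-tagged Bcl family fusion proteins plus one bare bead set; values are compound well signal with DMSO vehicle wells as background; inactives centre near 16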
# Bim-Bfl-1: human Bim-Bfl-1 interaction inhibition; Q16548; Bead-based flow cytometry, Bim-Bfl-1 binding inhibition; inhibition, % at 10 µM; actives 0.12% (n = 190,000); AID 1008;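 note: 0% = wells without compound plus tracer and 100% = blocker peptide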
# RGS4-Gao reg: human RGS4-Galphao interaction regulation | P09471 | Multiplexed bead flow cytometry, RGS4-Galphao binding; actives lie on both sides | binding response (% of control), % at 10 µM | actives 0.33% (n = 220,000); in the data active = binding response below about 49% or above about 150%; inactive = in between;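 note: fluorescent Galphao activated with aluminum fluoride binding bead-coupled RGS4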
# ABCG2 inh: human ABCG2 inhibition, ABCB1 as counter-screen. IgMXP3 cells, JC-1 efflux, flow cytometry. Q9UNQ0. inhibition, % at 6.6 µM. actives 0.1% (n = 190,000). AID 1325;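 active = inhibition above 80%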;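 note: 0% = DMSO and 100% = nicardipine control wells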
#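 Measure – % inhibition of efflux relative to nicardipine and DMSO · Test system – ABCG2 IgMXP3 and barcoded ABCB1 CCRF-Adr cell mix · Control set – nicardipine as high control, DMSO as low control · Compound – one concentration, 6.6 µM final · Signal – flow cytometry of retained JC-1 fluorescence · Timing – 10 min exposure at 25 °C with rotation, no wash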
# Bcl-B Bim block: human Bim-Bcl-B interaction inhibition | Q9HD36 | bead-based flow cytometry, Bim peptide-Bcl-B binding | inhibition, % at 10 µM | actives 0.073% (n = 190,000) | AID 951;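 note: 0% = tracer peptide without compound and 100% = reference inhibitor peptide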
# ABCB1 inh: human ABCB1 inhibition, ABCG2 as counter-screen | AID 1326 | P08183 | CCRF-Adr cells, JC-1 efflux, flow cytometry | inhibition, % at 6.6 µM | actives 0.067% (n = 190,000); in the data active = inhibition above about 40%;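 note: 0% = vehicle and 100% = reference inhibitor; higher value means more JC-1 retained so stronger ABCB1 efflux block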
# Target sequence (P08183 whole entry, looked up): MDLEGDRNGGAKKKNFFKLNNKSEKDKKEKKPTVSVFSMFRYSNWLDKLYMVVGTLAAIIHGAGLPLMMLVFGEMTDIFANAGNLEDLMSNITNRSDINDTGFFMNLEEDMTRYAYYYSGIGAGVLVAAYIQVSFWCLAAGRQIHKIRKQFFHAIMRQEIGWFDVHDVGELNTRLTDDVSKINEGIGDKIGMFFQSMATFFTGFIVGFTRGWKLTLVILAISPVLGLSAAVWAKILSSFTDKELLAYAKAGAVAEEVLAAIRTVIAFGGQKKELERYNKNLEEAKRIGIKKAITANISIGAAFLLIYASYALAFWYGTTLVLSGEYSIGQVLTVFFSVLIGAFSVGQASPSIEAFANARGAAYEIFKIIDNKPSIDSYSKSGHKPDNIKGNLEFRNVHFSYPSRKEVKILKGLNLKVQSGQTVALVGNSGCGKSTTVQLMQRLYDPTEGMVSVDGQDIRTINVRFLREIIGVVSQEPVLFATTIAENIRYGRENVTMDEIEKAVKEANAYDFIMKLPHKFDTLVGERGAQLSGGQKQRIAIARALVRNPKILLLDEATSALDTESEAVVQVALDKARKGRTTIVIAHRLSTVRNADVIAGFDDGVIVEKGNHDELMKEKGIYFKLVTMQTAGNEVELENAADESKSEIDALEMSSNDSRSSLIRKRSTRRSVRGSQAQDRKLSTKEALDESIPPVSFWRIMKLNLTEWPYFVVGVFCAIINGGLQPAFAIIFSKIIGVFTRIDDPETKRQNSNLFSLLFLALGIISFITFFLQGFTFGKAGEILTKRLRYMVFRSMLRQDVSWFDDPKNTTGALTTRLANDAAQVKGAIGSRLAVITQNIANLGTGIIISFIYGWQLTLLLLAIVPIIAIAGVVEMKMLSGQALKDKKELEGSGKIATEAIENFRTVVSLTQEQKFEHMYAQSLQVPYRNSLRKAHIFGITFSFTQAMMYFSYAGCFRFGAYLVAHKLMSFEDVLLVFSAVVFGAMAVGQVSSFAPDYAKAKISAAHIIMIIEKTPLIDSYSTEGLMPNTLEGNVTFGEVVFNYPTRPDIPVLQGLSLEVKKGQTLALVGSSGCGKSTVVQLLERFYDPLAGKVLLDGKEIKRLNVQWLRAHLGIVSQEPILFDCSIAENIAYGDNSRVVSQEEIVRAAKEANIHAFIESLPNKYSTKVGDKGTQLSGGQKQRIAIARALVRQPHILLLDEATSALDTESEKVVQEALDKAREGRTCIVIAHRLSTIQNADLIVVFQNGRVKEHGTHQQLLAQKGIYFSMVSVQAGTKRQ
# RGS8-Gao reg: regulators of human RGS8-Galphao interaction. P09471. multiplexed bead flow cytometry, RGS8-Galphao binding; actives lie on both sides. response (percent of control binding), % at 10 µM. actives 0.34% (n = 220,000); in the data active = response below about 60% or above about 140%; inactive = in between;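 note: Galphao activated as the GDP aluminium fluoride complex binding bead-coupled RGS8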
# RGS7-Gao reg: human RGS7-Galphao interaction regulation; P09471; actives 0.35% (n = 220,000); Multiplexed bead flow cytometry, RGS7-Galphao binding; actives lie on both sides; binding response (% of control), % at 10 µM; in the data active = binding response below about 49% or above about 150%; inconclusive = no clear call, values can overlap the other calls; inactive = in between;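 note: fluorescent Galphao held in activated GDP-AlF4 state binding bead-coupled RGS7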
# Bcl-XL Bim block: inhibitors of Bim-Bcl-XL interaction, human | Bim peptide-Bcl-XL binding, bead flow cytometry, fluorescence | inhibition, % at 10 µM | actives 0.04% (n = 190,000) | Q07817
# Bcl-W Bim block: disrupts Bim peptide binding to human Bcl-W; Q92843; bead-based flow cytometry; inhibition, % at 10 µM; actives 0.02% (n = 190,000); AID 952;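 note: 0% = bound tracer without compound and 100% = peptide blocker; higher means less fluorescent Bim peptide bound to Bcl-W beads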
# Bcl-2 Bim block: inhibitors of Bim-Bcl-2 interaction, human | P10415 | Bead-based flow cytometry, Bim peptide-Bcl-2 binding | inhibition, % at 10 µM | actives 0.06% (n = 190,000) | AID 950; in the data active = inhibition above about 40%; inconclusive = no clear call, values can overlap the other calls;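 note: 0% = no compound wells with probe peptide and 100% = reference peptide inhibitor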
# The depositor's hits bear a star; ? = inconclusive; · = not tested or not shown. Cut-off read from the data, not from the text of the source, unless noted: active = inhibition above about 40%.
SMILES,GSH bead fluor,Bim-Bfl-1,RGS4-Gao reg,ABCG2 inh,Bcl-B Bim block,ABCB1 inh,RGS8-Gao reg,RGS7-Gao reg,Bcl-XL Bim block,Bcl-W Bim block,Bcl-2 Bim block
CN(CCCNC(=O)C1CCN(S(=O)(=O)N2CCC3(CC2)OCCO3)CC1)Cc1ccccc1,39,-7.0,98.2,-0.1,-4.0,0.0,101.8,93.4,-3.0,1.0,-5.0
CC(C)(C)n1nc2c(c1NC(=O)COc1ccccc1F)CS(=O)(=O)C2,11,-7.0,103.4,3.5,-4.0,0.5,106.3,107.5,-4.0,-2.0,-5.0
Cc1cc(O)c(/C=N/Nc2ccc(Cl)cc2)c(=O)o1,17,0.0,98.3,2.6,0.0,-0.5,97.9,98.3,-3.0,-3.0,-1.0
COc1ccc(-c2cc(C(=O)n3cnc4ccccc43)c3ccccc3n2)cc1,24,-7.0,101.8,5.1,-6.0,1.6,105.8,101.9,5.0,0.0,-7.0
O=C(C1=NN(c2ccccc2)C2C(=O)N(c3ccccc3Cl)C(=O)C12)c1ccccc1 (configuration not stated),18,-9.0,103.4,-6.4,-18.0,-0.9,102.7,105.6,1.0,1.0,0.0
O=[N+]([O-])c1ccc(O)c(Nc2ncnc3ccccc23)c1,9,-5.0,100.3,0.1,0.0,0.0,100.5,101.3,-1.0,-2.0,-1.0
O=S(=O)(c1ccc2nc(COc3ccc(Cl)cc3Cl)[nH]c2c1)N1CCOCC1,20,-1.0,100.0,1.3,0.0,0.3,100.7,98.4,2.0,0.0,0.0
CCOc1ccc(-c2nnc3ccc(SCC(=O)Nc4nc5ccccc5s4)nn23)cc1,16,-14.0,91.9,-2.4,-7.0,0.4,97.4,92.5,-4.0,-1.0,-9.0
COc1ccccc1C(=O)Nc1cccc(-c2cn3ccsc3n2)c1,23,-8.0,100.5,1.4,-8.0,0.0,101.3,100.9,-5.0,-1.0,-11.0
CC1=NN(c2ccccc2)C(=O)C1N=Nc1ccc(C)cc1 (configuration not stated),25,0.0,101.3,2.4,-4.0,-0.1,99.4,92.4,1.0,0.0,1.0
CCn1ncc(C(=O)Nc2ccccc2C)c1C,8,-2.0,103.9,1.8,-5.0,0.4,101.8,102.1,-6.0,-7.0,-1.0
O=C/C(=C\Nc1ccc(Br)cc1)c1nc2ccccc2o1,11,-5.0,97.1,3.9,-3.0,0.4,97.6,94.7,-2.0,-3.0,-3.0
COc1cc(/C=N/n2nnnc2N)ccc1OCc1c(C)no[n+]1[O-],9,-14.0,104.3,9.6,-6.0,-0.3,102.5,106.6,-5.0,-1.0,-7.0
CC(=O)c1ccc(NC(=O)Nc2ccc(NS(=O)(=O)c3ccc(C)cc3)cc2)cc1,19,-10.0,100.0,-3.8,-9.0,-0.7,98.9,97.0,-2.0,3.0,-12.0
CCS(=O)(=O)N1CCC(C(=O)NC2CCCCC2)CC1,27,2.0,103.6,2.6,0.0,0.7,95.4,102.3,5.0,2.0,-2.0
CS(=O)(=O)N(CC(=O)N/N=C/c1cccs1)c1cccc(Cl)c1Cl,10,-1.0,96.9,1.6,0.0,-0.1,100.8,99.7,0.0,2.0,-2.0
O=C(NCC1CCCO1)c1cccc(NC(=O)c2cccs2)c1 (configuration not stated),26,-4.0,100.2,0.0,-2.0,0.0,102.3,102.3,-1.0,0.0,-2.0
CCN(c1ccccc1)S(=O)(=O)c1ccc(Cl)c(NC(=O)CSc2ncn[nH]2)c1,21,-8.0,102.8,19.4,-1.0,0.3,100.9,102.1,-2.0,0.0,-9.0
COc1ccccc1N1CCN(C(CNS(=O)(=O)c2ccc(C)cc2)c2cccnc2)CC1 (configuration not stated),10,0.0,106.8,1.0,0.0,1.1,106.4,107.8,0.0,0.0,-3.0
Nc1cc(C(=O)O)c(Oc2ccc(Cl)cc2Cl)cc1C(=O)O,23,0.0,105.2,-2.9,-3.0,-0.5,103.7,105.0,-3.0,-2.0,0.0
Cc1cc(=O)[nH]c(N/N=C/c2ccccc2C(F)(F)F)n1,57,-9.0,101.9,0.4,-7.0,0.2,100.0,102.0,-9.0,-3.0,-1.0
CCn1c(=O)c2c(n3cnnc13)-c1ccccc1CC21CCCCC1,10,-3.0,94.5,4.9,0.0,0.9,99.0,92.8,-1.0,-4.0,0.0
COc1cc(C(=O)Nc2ccc3c(c2)Cc2cc(NC(=O)c4cc(OC)c(OC)c(OC)c4)ccc2-3)cc(OC)c1OC,12,-7.0,103.1,0.3,-7.0,0.1,103.4,102.8,-4.0,-1.0,-8.0
Cc1ccc(CNC(=O)/C=C/C(=O)O)cc1,11,-5.0,98.1,0.2,-3.0,0.2,97.4,100.0,-4.0,-4.0,-5.0
O=C(Cc1cc(=O)[nH][nH]1)N/N=C/c1c(F)cccc1Cl,18,-2.0,96.8,-0.1,2.0,-0.7,97.4,96.6,0.0,0.0,-1.0
O=C(COc1ccccc1)N1CCN=C1c1ccccc1,31,-12.0,100.6,2.7,-7.0,1.0,101.1,98.3,-5.0,-3.0,-7.0
O=C(C1CCC(CNS(=O)(=O)c2cccc3cccnc23)CC1)N1CCCC1 (configuration not stated),25,-8.0,100.8,-3.0,-6.0,-2.2,108.2,100.0,-5.0,1.0,-8.0
O=S(CCc1ccncc1)Cc1ccccc1 (configuration not stated),34,-14.0,99.2,-0.2,-10.0,0.1,97.9,100.4,-7.0,1.0,-9.0
CCOc1ccc2nc(NC(=O)Cc3cccs3)sc2c1,44,-10.0,93.4,2.4,-9.0,-0.2,104.5,97.0,-8.0,0.0,-5.0
O=C(CSc1nnc2scc(-c3ccccc3)n12)N1CCN(Cc2ccccc2)CC1,27,-12.0,97.0,2.5,-11.0,2.2,98.4,96.3,0.0,-2.0,-11.0
Cc1ccccc1OCC(=O)Nc1ccc(N2CCN(S(C)(=O)=O)CC2)cc1,14,0.0,102.9,8.0,1.0,0.6,101.1,103.8,0.0,-2.0,0.0
COC(=O)c1ccc(CSc2nnc(-c3c[nH]c4ccccc34)n2-c2ccccc2)cc1,10,-4.0,102.0,43.8,-8.0,3.0,102.5,100.3,-7.0,-2.0,-7.0
CC(C)(C)NC(=O)c1cc(-c2ccccc2)n[nH]1,15,-7.0,104.4,3.5,0.0,0.8,106.4,102.9,0.0,0.0,-6.0
Cc1nn(CCCC(=O)NCCc2ccccc2)c(C)c1[N+](=O)[O-],16,·,100.0,3.1,·,0.8,97.8,101.3,·,·,·
CC(C#N)Sc1nc2ccccc2c(=O)n1-c1ccccc1 (configuration not stated),22,-10.0,95.9,1.5,0.0,0.2,101.0,92.2,-3.0,0.0,0.0
Cc1cc(SCC(=O)N/N=C/c2cccnc2)nc2c(C)cccc12,15,-8.0,101.5,0.3,-9.0,0.3,104.7,97.8,-3.0,-1.0,0.0
CC1=C(C(=O)OC2CCCCCCC2)C(c2cccc(O)c2)NC(=O)N1 (configuration not stated),37,-10.0,99.0,2.5,-7.0,0.8,99.0,101.3,0.0,-2.0,-10.0
O=C(C1CC(Cl)CN1S(=O)(=O)c1ccc(Cl)cc1)N1CCOCC1 (configuration not stated),12,-1.0,96.9,-1.8,0.0,-0.3,98.5,?,1.0,1.0,-1.0
COc1ccccc1OCCC(=O)OCC(=O)NC(=O)NC(C)(C)C,260*,-14.0,100.1,1.1,-7.0,0.3,99.6,97.9,-28.0,1.0,-6.0
CCOc1cc(NC(=O)c2ccco2)c(OCC)cc1NC(=O)COc1ccccc1,10,-2.0,86.7,5.4,-3.0,1.6,99.4,93.9,0.0,0.0,-3.0
CCOC(=O)c1ccc(CSc2nncn2N)o1,10,-2.0,96.1,-3.6,1.0,-0.8,98.3,98.3,1.0,12.0,-1.0
COc1ccc(CC(=O)NCCN2CCCC2)cc1,21,0.0,102.0,0.4,-2.0,0.1,101.2,102.0,-3.0,-4.0,-1.0
O=C(O)c1ccc(F)c(S(=O)(=O)Nc2ccccc2)c1,16,-12.0,106.3,3.4,-5.0,0.7,108.9,105.4,-4.0,0.0,-6.0
COC(=O)c1nnn(-c2nonc2N)c1-c1cccs1,17,1.0,86.5,7.9,3.0,0.4,97.1,94.3,0.0,2.0,-1.0
Cc1ccc(N(Cc2cc3cc(C)ccc3[nH]c2=O)C(=O)c2cccs2)cc1,18,-13.0,102.5,7.3,-8.0,1.2,102.2,106.7,-9.0,-8.0,-7.0
CC(C)(C)NC(=O)C(c1ccc(F)cc1)N(Cc1cccs1)C(=O)c1ccc(CN2CCOCC2)o1 (configuration not stated),10,-5.0,95.4,1.5,-4.0,0.8,99.5,102.0,-1.0,-2.0,-2.0
CCc1c(C)nc2ncnn2c1N1CCC(C(=O)NCc2cccs2)CC1,15,3.0,99.3,5.4,3.0,-1.0,99.3,98.9,0.0,1.0,0.0
CCc1ccccc1N1C(=O)C2CC=CCC2C1=O (configuration not stated),28,-24.0,97.4,-4.4,-8.0,-0.4,100.0,100.5,-11.0,-6.0,-14.0
O=C(CSc1ncn[nH]1)Nc1ccc2c(c1)CCC2,6,0.0,103.2,1.1,-3.0,0.2,102.5,102.4,-4.0,-3.0,0.0
CCn1cc(C(=O)Nc2ccc(F)c(F)c2)cn1,11,0.0,101.6,21.0,-3.0,0.5,99.2,97.9,1.0,0.0,2.0
O=C(CCc1ccccc1)NCC(=O)N/N=C/c1ccc2c(c1)OCO2,10,0.0,102.3,7.9,-7.0,0.5,104.0,104.9,-3.0,-2.0,-1.0
CCC(C)N(C(=O)COC(=O)CNC(=O)c1ccccc1F)C1CCS(=O)(=O)C1 (configuration not stated),12,-4.0,107.3,0.6,-2.0,-0.1,101.8,113.0,-2.0,1.0,-2.0
COCCCNC(=O)CN1CCN(Cc2ccccc2Cl)C1=O,22,-9.0,102.9,1.4,-5.0,0.3,103.1,100.2,-3.0,2.0,-8.0
Cc1nnc(SCc2cccc(CSc3nnc(C)s3)c2)s1,25,-5.0,100.6,0.8,-3.0,0.3,101.0,99.3,-1.0,5.0,0.0
CN1C(=O)C(CC(=O)Nc2ccc3c(c2)Cc2ccccc2-3)N(C)C1=O (configuration not stated),26,-27.0,97.0,40.3,-12.0,0.6,97.7,98.2,-13.0,-6.0,-16.0
COC(=O)c1ccc(C(=O)OC)nc1,33,-15.0,98.8,13.6,-8.0,1.5,100.1,100.9,-18.0,0.0,-12.0
CCOCCCNC(=S)N1CCCN(c2nc3cc(C)c(C)cc3cc2C#N)CC1,9,11.0,103.2,28.2,-4.0,3.9,100.5,94.3,8.0,5.0,10.0
Clc1ccccc1C1=Nn2c(nnc2-c2ccncc2)SC1,26,-14.0,97.7,49.4,-7.0,1.9,100.4,96.0,-4.0,0.0,-9.0
